# Screening results from PubChem.
# GoLoco inh red: qHTS Assay for Inhibitors of RGS12 GoLoco Motif Activity (Red Fluorophore). Gai1:RGS12 GoLoco peptide FP, rhodamine, 10 min. Potency, µM (series often up to 61.6 µM), for inactives: at the highest dose activity, negative = inhibition, most hits filed as inhibitors. hit rate 0.44% among 230,000; active = well fitted inhibition curve with a large enough effect, not every such curve was filed as active; inactive = no such curve, though single readings can be large or run the other way; also: nearly all actives have a fitted effect of over 30% in size; many of its hits are not listed in these tables
# RECQ1 inh: qHTS Assay for Inhibitors of RecQ-Like Dna Helicase 1 (RECQ1). Potency, µM (doses to about 57.3 µM), for the others: at the top dose activity, negative = inhibition, hits mostly inhibitors. RECQ1 DNA unwinding, red fluorescence kinetic read. ATP-dependent DNA helicase Q1 (Homo sapiens), P46063. hit rate 0.54% among 240,000;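 also: plate controls were vehicle for no effect and no enzyme for full effect; nearly all actives have a fitted effect of over 30% in size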
# Target sequence (P46063 whole entry, looked up): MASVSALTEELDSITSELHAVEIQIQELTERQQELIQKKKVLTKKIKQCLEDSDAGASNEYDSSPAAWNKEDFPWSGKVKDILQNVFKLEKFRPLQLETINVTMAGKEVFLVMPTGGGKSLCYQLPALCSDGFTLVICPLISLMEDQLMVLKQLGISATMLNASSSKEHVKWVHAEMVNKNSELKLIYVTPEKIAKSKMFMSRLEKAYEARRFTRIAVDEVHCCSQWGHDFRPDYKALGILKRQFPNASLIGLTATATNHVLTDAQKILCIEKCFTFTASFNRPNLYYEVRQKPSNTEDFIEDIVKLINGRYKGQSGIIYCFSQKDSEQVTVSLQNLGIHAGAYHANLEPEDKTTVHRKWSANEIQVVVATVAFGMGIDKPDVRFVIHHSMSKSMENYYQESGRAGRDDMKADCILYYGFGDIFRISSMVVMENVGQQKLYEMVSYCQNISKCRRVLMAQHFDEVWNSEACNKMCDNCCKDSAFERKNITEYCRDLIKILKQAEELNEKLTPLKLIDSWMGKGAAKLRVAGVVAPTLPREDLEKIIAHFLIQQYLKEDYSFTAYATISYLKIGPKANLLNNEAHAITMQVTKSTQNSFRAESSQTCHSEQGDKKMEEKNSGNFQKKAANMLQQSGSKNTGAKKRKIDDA
#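 50 nM RECQ1T1 preincubated 15 min with compound in Tris pH 8.0 buffer with MgCl2, DTT, Tween-20 and 2.5 ug/ml poly(dI-dC); started with 200 nM TAMRA/BHQ-2 forked duplex and 2 mM ATP. Unwinding read as fluorescence (525/598 nm), two reads 2 h apart.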
# TexasRed fluor: Total Fluorescence Counterscreen for Inhibitors of the Interaction of Thyroid Hormone Receptor and Steroid Receptor Coregulator 2 | hit rate 0.29% among 280,000 | TRb/SRC2 Texas Red total fluorescence interference | AID 1479, 2009 | Potency, µM (doses to about 106 µM), without a hit: at the top dose fluorescence change, negative = quenching; active = well fitted curve in either direction with a large enough effect; inconclusive = small, poorly fitted or top-dose-only effect
#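 Human TRβ ligand-binding domain (0.6 uM) and Texas Red SRC2 peptide (20 nM) in Tris buffer with 1 uM T3 and 5% DMSO were incubated with pinned compound for 5 hr at ambient temperature. Total fluorescence was computed as S + 2P (555/632 nm).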
# GAA inhib: qHTS Assay for Inhibitors of Human alpha-Glucosidase as a Potential Chaperone Treatment of Pompe Disease. Potency, µM (titrated, usually from 76.9 µM), for inactives: at the highest dose activity change, negative = inhibition, most hits filed as inhibitors. hit rate 0.005% among 200,000. Lysosomal alpha-glucosidase (Homo sapiens), P10253. AID 1466, 2008. purified human GAA, 4-MU-alpha-glucoside fluorescence;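 also: plate controls were uninhibited enzyme wells for no effect and no-enzyme background for full effect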
#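 Read-out is 4-methylumbelliferone fluorescence (Ex 365/Em 440 nm) after NaOH/glycine stop at pH 10. Enzyme 4 nM, substrate 400 uM, pH 5.0 citrate buffer, 20 min room temperature; AC50 from Hill-equation concentration-response.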
# GAA glycogen mod: qHTS Assay for Inhibitors and Activators of Human alpha-Glucosidase Cleavage of Glycogen; Lysosomal alpha-glucosidase (Homo sapiens), P10253; recombinant GAA, glycogen substrate, Amplex Red glucose oxidase fluorescence; Potency, µM (titrated, usually from 76.4 µM), without a hit: top-dose activity change, negative = inhibition, actives largely listed as inhibitors; hit rate 0.38% among 300,000; AID 2100, 2009;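 also: 0% = full enzyme reaction and -100% = no-enzyme basal signal; the screen sought inhibitors and activators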
#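 Natural-substrate format: glycogen cleavage by 4 nM human enzyme, glucose read by Amplex Red coupling (Ex 573, Em 610 nm). Normalized to enzyme and no-enzyme controls.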
# L3MBTL1 inh: qHTS Assay for the Inhibitors of L3MBTL1. Lethal(3)malignant brain tumor-like protein 1 (Homo sapiens), Q9Y468. AlphaScreen L3MBTL1–H3K9me1 peptide binding. Potency, µM (highest dose often 57.1 µM), without a hit: top-dose activity, negative = inhibition, hits mostly inhibitors. hit rate 0.66% among 230,000. AID 485360, 2010; also: nearly all actives have a fitted effect of over 60% in size
#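 L3MBTL1 50 nM + b-AHA-H3(1-15)K9me1 75 nM, 30 min RT; compound added, 30 min RT; streptavidin donor/Ni-chelate acceptor beads 10 ug/mL each final, 30 min RT dark; AlphaScreen read.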
# TRb SRC2 PPI: qHTS for Inhibitors of the Interaction of Thyroid Hormone Receptor and Steroid Receptor Coregulator 2 | Thyroid hormone receptor beta (Homo sapiens), P10828 | TRbeta-SRC2 peptide binding, fluorescence polarization; receptor liganded with 1 µM T3 | Potency, µM (top dose mostly 106 µM), without a hit: at the top dose activity change, negative = inhibition, usual class: inhibitors | hit rate 0.065% among 280,000 | AID 1469, 2008;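 also: plate controls were bound peptide for no effect and peptide without receptor for full effect; nearly all actives have a fitted effect of over 50% in size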
# Target sequence (P10828 whole entry, looked up): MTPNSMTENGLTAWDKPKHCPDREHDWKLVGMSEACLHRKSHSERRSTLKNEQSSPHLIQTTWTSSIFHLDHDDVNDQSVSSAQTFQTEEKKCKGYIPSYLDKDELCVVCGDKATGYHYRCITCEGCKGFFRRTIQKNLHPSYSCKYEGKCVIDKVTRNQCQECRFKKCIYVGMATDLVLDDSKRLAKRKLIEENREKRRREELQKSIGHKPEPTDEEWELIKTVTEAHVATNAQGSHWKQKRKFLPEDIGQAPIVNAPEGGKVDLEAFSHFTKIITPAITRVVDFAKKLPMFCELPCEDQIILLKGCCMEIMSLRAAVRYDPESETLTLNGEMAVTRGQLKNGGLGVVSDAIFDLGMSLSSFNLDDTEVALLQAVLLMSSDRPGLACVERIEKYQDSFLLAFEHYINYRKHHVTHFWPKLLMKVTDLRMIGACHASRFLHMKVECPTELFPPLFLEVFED
#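 Human TRb LBD (0.6 uM) plus Texas Red-labeled SRC2 peptide (20 nM), 1uM T3, 5% DMSO, 5 hr at ambient temperature. Decreased polarization (555/632 nm) flags inhibition; data normalized to free and bound peptide controls.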
# GAA spleen mod: qHTS Assay for Inhibitors and Activators of Human alpha-Glucosidase From Spleen Homogenate. Lysosomal alpha-glucosidase (Homo sapiens), P10253. Potency, µM (highest dose often 79.9 µM), without a hit: at the highest dose activity change, negative = inhibition, usual class: inhibitors. human spleen homogenate, 4-MU-alpha-glucoside fluorescence. hit rate 0.006% among 240,000;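 also: 0% = enzyme with vehicle and -100% = no enzyme basal signal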
#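 AC50 values come from Hill-equation fits of concentration-response data, normalized to no-enzyme and full-activity controls. Enzyme source: 1 ug human spleen homogenate; 1 mM fluorogenic 4-MU glucoside, pH 5.0 citrate buffer, 37 C, 40 min.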
# * marks the source's active call; other numbers are inactive results; i = inactive; ? = inconclusive; . = no result given; & = joins results of further samples; [ ] = remark or other dose. Unless noted, calls follow the shape of the dose curve; as a rule, active = well fitted curve in the direction sought with a large enough effect; inconclusive = small, poorly fitted or top-dose-only effect, or another doubt; inactive = no such curve, though single readings can be large; an effect the other way counts as inactive or inconclusive. Unless noted, % is scaled to controls: 0 for no effect and ±100 for the full control effect; potency is read from the fitted curve at half-maximal effect. Not all compounds are listed (hit frequency here may not be typical).
SMILES,GoLoco inh red,RECQ1 inh,TexasRed fluor,GAA inhib,GAA glycogen mod,L3MBTL1 inh,TRb SRC2 PPI,GAA spleen mod
CC(C#N)Sc1nc2ccccc2c(=O)n1-c1ccccc1 (stereo not drawn),11%,i,-2%,-1%,3%,2%,0%,0%
CC1CCCc2sc3nc(N4CCN(CCO)CC4)n4ncnc4c3c21 (stereo not drawn),-4%,-4%,0%,-3%,0%,-4%,-8%,-1%
CC(C)/C=N/Nc1nc2c(c(=O)n(C)c(=O)n2C)n1C,-1%,-6%,-2%,.,-23%,2%,-3%,0%
CC(C)=C(NC(=O)c1ccccc1)C(=O)N1CCOCC1,3%,-7%,-1%,1%,4%,9%,0%,-13%
CCCCOc1ccc(C(=O)N/C(=C\c2cccc([N+](=O)[O-])c2)C(=O)OCc2ccco2)cc1,7%,-5%,3%,-5%,13%,-4%,4%,-3%
CS(=O)(=O)N1CCC(C(=O)N2CCN(C(c3ccccc3)c3ccccc3)CC2)CC1,3%,4%,0%,10%,12%,-18%,-2%,3%
O=C(NC(=S)Nc1ccc(S(=O)(=O)Nc2nccs2)cc1)c1ccccc1F,-1%,3%,-2%,-4%,0%,.,14%,-5%
COc1ccc(-n2ccc(-c3nn(-c4cccc(C(F)(F)F)c4)ccc3=O)n2)cc1,4%,-16%,0%,-4%,-2%,7%,0%,-16%
Cc1cccc(-n2c(C)cc(/C=N/NC(=O)c3cccc([N+](=O)[O-])c3C)c2C)c1,3%,i,1%,-5%,-9%,-6%,1%,-5%
CC(Cc1ccccc1)C(=O)NCc1ccccn1 (stereo not drawn),8%&10%,-4%&-6%,-1%&-3%,-2%,9%,9%,7%&3%,1%&-16%
CN(C)CCNCc1ccccc1OC1CCCC1,7%,-10%,-4%,-5%,15%,.,-4%,5%
CC(=O)Cc1nsc(NC(=O)c2ccc(-c3ccccc3Cl)o2)n1,17%,i,1%,-8%,-1%,.,0%,-17%
CCCCNC(=S)N1CCN(c2nc3ccccc3s2)CC1,15%,-11%,-1%,2%,8%,13%,-1%,-2%
COc1cccc(OC)c1C(=O)Nc1cccc(C(C)=O)c1,0%,-2%,-1%,2%,-3%,-7%,-14%,-17%
CCN(CC)C(=O)C(=O)N/N=C/c1cccc(Br)c1,0%,-7%,0%,-2%,6%,2%,8%,-3%
Cc1cccc(NC(=O)CCC(=O)Nc2nnc(C(F)(F)F)s2)c1,6%,-1%,-2%,.,-2%,-1%,-5%,4%
CC12CCC(C(=O)N3CCN(C(c4ccccc4)c4ccccc4)CC3)(OC1=O)C2(C)C (stereo not drawn),-11%,0%,-5%,-1%,3%,.,5%,1%
CCCCCn1c(Sc2ncccn2)nc2c1c(=O)[nH]c(=O)n2C,6%,-2%,-3%,11%,-3%,5%,2%,-2%
CSc1nsc(SC)c1C(=O)Nc1ccc(C)cc1,4%,-11%,-7%,-11%,5%,4%,2%,-8%
CCOC(=O)CNC(=S)n1ncnc1N,9%,i,3%,-10%,?,-3%,-4%,.
COC(=O)/C=C/C(=O)Nc1cccc(C(F)(F)F)c1,2%,-1%,-4%,?,1%,10%,-6%,4%
C/C=C/c1ccc(OCC(=O)Nc2cc(OC)c(OC)c(OC)c2)c(OC)c1,14%,-6%,-2%,-11%,1%,-5%,-3%,2%
COc1cnn(C(C)(C)C)c(=O)c1Cl,5%,-4%,-5%,4%,-2%,3%,-4%,2%
COc1ccc(N2CCN(C(CNC(=O)C(C)(C)C)c3cccnc3)CC2)cc1 (stereo not drawn),-6%,2%,0%,-2%,-8%,.,0%,3%
Cc1nc(SCC#N)c2c(C)c(C)sc2n1,9%,-18%,3%,?,9%,0%,?,-6%
COC(=O)N/N=C\c1c(C)nn(-c2ccccc2)c1Cl,1%,-4%,-1%,-10%,13%,5%,-4%,-3%
O=C(CSc1ncccn1)NCc1ccc(Cl)cc1,1%,13%,0%,10%,1%,-5%,1%,-1%
CC(C(=O)N1CCN(Cc2ccccc2)CC1)c1ccc([N+](=O)[O-])cc1 (stereo not drawn),0%,-5%,-2%,.,0%,.,1%,5%
COC(=O)c1cc2occc2n1Cc1ccc(Cl)cc1,2%,-15%,1%,0%,-1%,.,-6%,4%
Cc1ccsc1/C=N/n1c(=S)[nH]nc(C)c1=O,16%,-7%,4%,6%,1%,9%,-5%,-5%
C1CCCCCC(=NNc2nn[nH]n2)CCCCC1,5%,-5%,-6%,.,?,-10%,2%,6%
O=C(C1CCN(S(=O)(=O)c2cccc([N+](=O)[O-])c2)CC1)N1CCOCC1,0%,-8%,0%,7%,-9%,4%,-10%,-23%
COCC(C)NC(=O)c1cc(-c2ccc(O)cc2)on1 (stereo not drawn),-1%,-1%,1%,-1%[15.4 µM],3%,0%,6%,4%
CCOc1ccc(NC(=O)c2ccc(NC(=O)COC(=O)Cc3ccc(OC)cc3)cc2)cc1,9%,i,-3%,10%,24%,1%,-5%,3%
O=C1CC(c2ccc(F)cc2)Cc2nc(N3CCN(c4ccccc4)CC3)ncc21 (stereo not drawn),14%,-4%,-4%,-24%,-10%,.,-4%,1%
O=C(CCCCn1c(=O)c2ccccc2n(Cc2ccc(F)cc2Cl)c1=O)NCc1ccco1,-12%,-7%,0%,-13%,0%,.,-6%,-1%
O=C(N/N=C/c1ccncc1)c1cccc(S(=O)(=O)Nc2ccc(Cl)cc2)c1,192%[activator],i,-4%,.,8%,.,6%,1%
CCCN1C(=O)/C(=C/c2ccco2)SC1=Nc1ccc(OC)cc1,31%[activator],25µM*,?,-10%,0%,?,28%,-16%
O=C(NNC(=O)C1COc2ccccc2O1)c1cccc([N+](=O)[O-])c1 (stereo not drawn),1%,-3%,-2%,2%,-1%,.,-5%,-4%
COc1ccc(C2Nc3ccccc3C(=O)N2c2ccc(Cl)cc2)cc1Cn1cc([N+](=O)[O-])cn1 (stereo not drawn),-4%,1%,1%,0%,0%,-5%,-2%,-3%
COc1ccc(/C=C\C(=O)NCC(=O)N/N=C/c2ccc(O)cc2O)cc1,8%,-5%,-1%,.,0%,?,-3%,-6%
CCC(C(=O)Nc1cnccn1)c1ccccc1 (stereo not drawn),1%,-14%,2%,?,15%,-3%,?,3%
Fc1ccccc1Nc1nc2c(s1)CCc1ccccc1-2,-20%,-3%,4%,-6%,0%,-8%,6%,-6%
CCCCCn1c(N)c(-c2nc3ccccc3o2)c2c([N+](=O)[O-])nn(C)c(=O)c21,-10%,-1%,-2%,2%,13%,-18%,0%,1%
COc1ccc(-c2nc3c(c(=O)[nH]c(=O)n3Cc3ccccc3)n2C)cc1,-2%,i,2%,-3%,2%,.,-19%,-8%
COc1ccc(S(=O)(=O)N(C)CC(=O)NC2CC2)cc1,-1%,-1%,-1%,-6%,6%,.,4%,1%
O=C(Nc1ccc(-c2csc(Nc3ccc(Cl)cc3)n2)cc1)c1cccc(C(F)(F)F)c1,11%,i,-2%,.,-16%,.,1%,-3%
NC(=O)c1oc2ccc(Cl)cc2c1NC(=O)CN1CCOCC1,4%,2%,-1%,3%,2%,10%,10%,-7%
FC(F)(F)c1ccccc1-n1ccnc1,-6%&6%&5%&-1%,1%&8%&-1%,-1%&-2%&-3%&-1%,.,.,2%,-5%&-1%&-1%&-7%,8%&-7%&3%&2%
CC1C/C(=N\NC(=S)NC(C)C)CC(C)(C)C1 (stereo not drawn),6%,-15%,-3%,-3%,-16%,.,4%,-11%
O=C(Nc1ccc(S(=O)(=O)N2CCCCCC2)cc1)c1ccc(Br)o1,4%,-1%,-2%,-5%,-10%,-12%,4%,-4%
Cc1ccc(N=Nc2ccc(O)c3ncccc23)cc1,9%,-17%,-2%,-12%,11%,40µM*,-1%,0%
O=c1[nH]cnc2nc(-c3ccccc3)c(-c3ccccc3)nc12,8%,i,-8%,?,7%,2%,4%,-2%
O=C(NCC1CCCO1)C(c1cccs1)N(C(=O)c1ccc(CN2CCOCC2)o1)c1ccc(Cl)cc1 (stereo not drawn),7%,-13%,-3%,-1%,1%,-2%,-9%,3%
COCCNC(=O)C(c1ccc(C)o1)N(C(=O)c1snc(C(N)=O)c1N)c1ccc(C)c(C)c1 (stereo not drawn),8%,-2%,-1%,1%,2%,.,-8%,-1%
O=C(c1ccccc1)c1ccc(OCCCN2CCCCC2)cc1,-5%,i,-1%,-7%,4%,.,-10%,-3%
Cc1cccc(NC(=S)N(Cc2cccs2)Cc2cc3cc(C)ccc3[nH]c2=O)c1,0%,8%,-5%,?,0%,3%,-4%,-1%

# Three of these compounds, reformatted:
# Below each compound – GoLoco inh red | RECQ1 inh | TexasRed fluor | GAA inhib | GAA glycogen mod | L3MBTL1 inh | TRb SRC2 PPI | GAA spleen mod
> O=c1[nH]cnc2nc(-c3ccccc3)c(-c3ccccc3)nc12
 : 8% | i | -8% | ? | 7% | 2% | 4% | -2%
> O=C(Nc1ccc(S(=O)(=O)N2CCCCCC2)cc1)c1ccc(Br)o1
 : 4% | -1% | -2% | -5% | -10% | -12% | 4% | -4%
> O=C(Nc1ccc(-c2csc(Nc3ccc(Cl)cc3)n2)cc1)c1cccc(C(F)(F)F)c1
 : 11% | i | -2% | . | -16% | . | 1% | -3%
